Bioassay records deposited in PubChem by several laboratories.
Mtb BioA inh: blocks M. tuberculosis BioA enzyme activity; purified M. tuberculosis BioA enzyme, plate reader; inhibition, % at 9.99 µM; 360,000 tested, 0.096% active; AID 602481; in the data active = inhibition above about 40%; inconclusive = no clear call, values can overlap the other calls
FadD28 FP inh: inhibitors of Mycobacterium tuberculosis FadD28 bisubstrate binding; inhibition, % at 12.5 µM; 360,000 tested, 0.22% active; FadD28 bisubstrate probe binding, fluorescence polarization; AID 588549; in the data active = inhibition above about 8.5%, passing the limit was not always enough; inconclusive = no clear call, values can overlap the other calls
PrPC surface inh: reduces human prion protein on the cell surface. cell surface PrPC, TR-FRET read-out. inhibition, % at 13.8 µM. 370,000 tested, 0.43% active; in the data active = inhibition above about 24%; note: 0% = median of the test wells and 100% = reference compound wells
Rv3671c protease: Rv3671c (M. tuberculosis) protease inhibition. 320,000 tested, 0.048% active. inhibition, % at 5.96 µM. AID 2606; in the data active = inhibition above about 38%;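 note: extracellular domain of Rv3671c used as enzyme; 0% = enzyme with DMSO and 100% = no enzyme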
Target sequence (P9WHR9 whole entry, looked up, the tested form may be a part): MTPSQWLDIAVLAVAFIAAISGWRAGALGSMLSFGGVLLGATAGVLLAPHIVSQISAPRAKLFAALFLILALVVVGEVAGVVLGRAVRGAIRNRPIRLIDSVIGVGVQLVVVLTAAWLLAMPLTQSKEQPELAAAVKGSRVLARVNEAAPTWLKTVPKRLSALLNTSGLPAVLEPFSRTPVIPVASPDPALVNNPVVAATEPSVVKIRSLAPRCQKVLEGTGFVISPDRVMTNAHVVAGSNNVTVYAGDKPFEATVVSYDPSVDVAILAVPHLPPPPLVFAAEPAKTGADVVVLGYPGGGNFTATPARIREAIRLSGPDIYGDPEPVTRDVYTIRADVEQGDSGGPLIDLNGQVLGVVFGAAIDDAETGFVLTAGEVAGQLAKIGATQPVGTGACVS
FBA Mtb inh: inhibits M. tuberculosis FBA enzyme; 360,000 tested, 2.3% active; purified M. tuberculosis FBA, fluorescence read-out; AID 588726; P9WQA3; inhibition, % at 1 µM; in the data active = inhibition above about 27%;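 note: 0% = vehicle and 100% = reference inhibitor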
Target sequence (P9WQA3 whole entry, looked up): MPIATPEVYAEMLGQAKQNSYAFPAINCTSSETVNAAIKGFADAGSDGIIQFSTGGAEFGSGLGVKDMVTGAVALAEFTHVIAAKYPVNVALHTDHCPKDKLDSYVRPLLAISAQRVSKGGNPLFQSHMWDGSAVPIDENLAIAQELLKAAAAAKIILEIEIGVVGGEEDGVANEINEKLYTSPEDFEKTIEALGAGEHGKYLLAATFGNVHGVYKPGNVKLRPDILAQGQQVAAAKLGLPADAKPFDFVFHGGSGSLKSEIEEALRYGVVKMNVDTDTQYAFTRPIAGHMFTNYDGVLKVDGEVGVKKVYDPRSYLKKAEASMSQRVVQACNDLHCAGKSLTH
Mtb UGM inh: inhibitors of M. tuberculosis UDP-galactopyranose mutase | P9WIQ1 | purified UGM, fluorescence polarization probe displacement | AID 504406 | 320,000 tested, 0.06% active | inhibition, % at 10 µM; in the data active = inhibition above about 10%, passing the limit was not always enough; inconclusive = no clear call, values can overlap the other calls
GDH-TPI inh: GDH-TPI coupled enzyme inhibition counter-screen; GDH-TPI coupled enzyme counterscreen, NADH absorbance; inhibition, % at 4.8 µM; 360,000 tested, 1.2% active; in the data active = inhibition above about 30%;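 note: 0% = DMSO wells and 100% = wells lacking the enzyme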
MazEF act: activators of E. coli MazEF toxin-antitoxin RNase. AID 504720. 350,000 tested, 0.32% active. P0AE70. activation, % at 20 µM. FAM/BHQ RNA-DNA oligo cleavage fluorescence, 5 h; in the data active = activation above about 50%
Target sequence (P0AE70 whole entry, looked up): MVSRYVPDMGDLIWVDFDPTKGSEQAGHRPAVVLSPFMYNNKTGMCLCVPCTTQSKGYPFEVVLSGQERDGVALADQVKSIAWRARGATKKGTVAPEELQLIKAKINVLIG
BoNT F protease: inhibitors of Botulinum neurotoxin F light chain protease | Multiplex microsphere protease cleavage assay, flow cytometry | 360,000 tested, 0.22% active | inhibition, % at 10 µM; in the data active = inhibition above about 35%, passing the limit was not always enough; inconclusive = no clear call, values can overlap the other calls; note: plate controls were buffer without enzyme for full effect and enzyme alone for no effect
The depositor's hits bear a star; u = inconclusive; x = not tested or not shown. Rows are unselected; about 4.8% have a hit in one of these screens.

SMILES	Mtb BioA inh	FadD28 FP inh	PrPC surface inh	Rv3671c protease	FBA Mtb inh	Mtb UGM inh	GDH-TPI inh	MazEF act	BoNT F protease
O=C(O)CCN1C(=O)C2C3c4ccccc4C(c4ccccc43)[C@@H]2C1=O (stereo not given in full)	0.0	-1.2	-6	13	3	0.2	13	0	-4
CNc1nc(Nc2ccccc2)nc(OCC(F)(F)F)n1	0.0	-0.9	6	-7	-3	1.7	0	0	-9
Cc1cc(S(=O)(=O)N2CCN(c3ncccn3)CC2)ccc1-n1cnnn1	-0.5	-3.7	-1	9	3	1.7	0	1	12
CC(C(=O)NCc1ccccc1)N1CCN(c2ccc(F)cc2)CC1 (stereo not given)	0.1	2.5	2	-2	0	-1.7	-3	1	-19
CCCCc1cc(=O)oc2cc(C)cc(OC(C)C(=O)O)c12 (stereo not given)	-0.7	-4.2	2	7	134*	0.1	12	7	3
Cc1c(/C=C(\C#N)C(=O)NCc2ccccc2)cc(C#N)n1C	-1.2	-0.6	-4	-7	-4	-2.6	35*	11	-15
Cc1nc2ccccc2nc(C)c1=NOCc1ccccc1Cl	x	-1.7	-1	8	-2	-0.6	0	-10	0
Cc1ccc(-c2nnnn2-c2ccc(C)cc2)cc1	x	-5.3	13	14	0	-0.8	-6	1	3
Cc1ccccc1C(=O)N1CCC(C(=O)NC2CCCCC2)CC1	x	-1.1	-8	3	0	-1.2	-4	7	2
CC(=O)OC[C@@H]1CN(Cc2ccccc2)C[C@H](n2ccc3c(N)ncnc32)O1	0.8	-0.7	0	x	0	x	8	x	-4
COc1ccc(NS(=O)(=O)c2cc(NS(=O)(=O)c3cccs3)ccc2C)cc1	1.3	-1.4	8	x	3	x	-7	-6	-9
Cc1ccc(C(=O)OCC(=O)Nc2ccc3[nH]c(=O)[nH]c3c2)cc1S(=O)(=O)N1CCOCC1	x	0.4	0	-8	1	0.0	0	7	-8
CCN(CC)CCNC(=O)c1ccc2c(c1)NC(=O)c1ccccc1S2	-1.7	x	-1	x	1	-1.8	-3	3	0
O=C1CCCC(=O)C1=C1SCCCS1	x	-4.6	-5	-6	-2	-0.8	16	-4	3
CCCC[C@H](CN[C@@H](CNC)[C@H](C)CC)NCCC12CCC(CC1)C2	-3.4	-2.2	-5	-4	5	3.5	7	21	-19
CC(C)C(=O)Nc1cccc(NC(=O)c2cc3ccccc3o2)c1	7.6	-7.2	6	-9	0	-1.9	6	-1	6
O=C(Nc1nccs1)c1ccc2c(c1)OCO2	-2.1	-3.3	9	0	-2	-1.9	-6	7	0
Cc1ccc(N2C(=O)[C@@H]3[C@H](C2=O)[C@H]2C=C(C(=O)c4ccccc4)C=CN2[C@@H]3C(=O)c2ccc(Cl)cc2)cc1	x	-1.5	-5	-11	-3	-1.1	5	-11	-3
CC(=O)Nc1c(I)c(C(=O)N[C@H]2C(O)O[C@H](CO)[C@@H](O)[C@@H]2O)c(I)c(N(C)C(C)=O)c1I (stereo not given in full)	0.2	-2.8	-1	-5	-3	2.2	-11	13	-7
CS(=O)(=O)N1CCC(C(=O)N2CCN(C(c3ccccc3)c3ccccc3)CC2)CC1	1.7	-2.9	0	-4	1	0.1	0	-18	-2
O=C(Nc1ccc2nc(-c3cccs3)[nH]c2c1)c1ccco1	15	-4.3	-7	3	9	-0.6	36*	4	-15
COc1ccc(C(=O)NCCCNC(=O)c2ccc(C)nc2)cc1	1.0	-1.2	-4	3	0	2.8	-6	1	-2
COc1ncnc2c1ncn2CCCNCc1ccco1	1.6	-0.8	-11	x	-4	x	5	3	3
O=C(Nc1c(Cl)cccc1Cl)c1ccc(-c2ccccc2)cc1	-0.3	-1.0	7	0	2	-0.8	16	0	5
CCOc1ccccc1NC(=O)NCc1cccnc1	x	-3.6	-5	-7	1	3.5	-10	-26	-4
COc1ccccc1-c1ccc2nnc(SCC(=O)N3CCCC3)n2n1	0.0	-2.0	-14	3	14	3.6	25	-7	7
Cn1cc(CN2CCC(C(O)c3cccs3)CC2)c(-c2cccc(Cl)c2)n1 (stereo not given)	x	-0.7	-7	5	2	0.1	-3	4	3
CCCc1nc(SCc2ccc(Cl)cc2Cl)n[nH]1	x	-0.9	2	7	-1	-1.5	-4	0	0
O=C(CSc1nnnn1-c1ccccc1)Nc1ccccc1	-0.4	-0.3	-2	-4	-1	2.1	5	3	10
CCCCCc1nnc(NC(=O)c2ccc3nc[nH]c3c2)s1	2.6	0.4	2	-15	6	-0.4	4	4	-4
CC(C)C[C@@H]1NC(=O)[C@H](CO)NC(=O)c2cc([N+](=O)[O-])cc(I)c2OCC[C@@H](C(N)=O)NC1=O	-1.6	1.3	x	3	0	3.0	20	0	-8
Cc1nn(C)c(C(=O)N/N=C/c2cccnc2)c1Cl	44*	2.3	2	8	2	-2.3	2	1	-7
Cc1onc(-c2ccccc2)c1C(=O)N1CCN(c2ccc([N+](=O)[O-])cc2)CC1	5.1	-3.0	1	-6	1	1.1	2	-1	-3
Cc1cc(=O)[nH]c(SCC(=O)Nc2nnc(CC(C)C)s2)n1	-2.8	-0.7	-1	-55	-3	2.0	9	5	1
O=C(O)CCn1nnc2ccccc21	-0.9	-2.7	2	-6	1	-2.5	-2	-1	1
O=C(COC(=O)/C=C/c1cccc(Cl)c1)NCc1cccs1	-1.5	0.4	3	6	0	0.3	4	-2	6
N#Cc1cccc(Nc2c3c(nc4ccccc24)CCCC3)c1	x	-9.0	11	9	-6	-2.6	13	3	-1
Cc1cccc(COc2ccc(/C(O)=C3\C(=O)C(=O)N(CCN(C)C)C3c3ccncc3)cc2)c1 (stereo not given)	-0.3	-0.7	x	5	0	1.7	17	6	-13
CCOc1ccccc1NC(=S)N1CCC(c2nc3ccccc3o2)CC1	-0.7	-0.4	-7	-3	0	0.0	9	1	-1
CC(=O)Oc1ccc2oc(/C=C/N(C)C)c([N+](=O)[O-])c2c1	x	-2.7	-47	4	-20	1.0	13	-5	-16
O=C(NCc1ccccc1F)C1CC(=O)N(Cc2ccco2)C1 (stereo not given)	-1.4	-0.5	5	x	-1	x	4	-8	-1
CN1CCc2c(sc3c2C(=O)NC(/C=C\c2ccccc2)N3)C1 (stereo not given)	-3.0	-3.6	3	-5	11	1.4	16	-127	-342
CC(=O)C1=NN(c2ccccc2)C(c2cccs2)N1c1ccc(N(C)C)cc1 (stereo not given)	-1.4	0.3	15	4	0	-0.9	9	-1	-6
CCOC(=O)Cc1c(C)c2c(C)[nH]nc2oc1=O	-4.7	-2.7	1	-4	6	-1.9	13	0	x
CCc1ccccc1NNC(=O)CCc1ccccc1	x	-0.7	-6	1	-1	-0.9	0	15	u
O=C(CSCc1ccc(Cl)cc1)N1CCOCC1	x	-1.7	-6	2	3	-0.9	7	3	-23
Cn1c(=O)c2c(nc(SCC(=O)NCC3CCCO3)n2Cc2ccc(F)cc2)n(C)c1=O (stereo not given)	5.4	-1.2	-2	-1	-3	-1.0	2	6	1
COc1ccc(C(C(=O)NC2CCCC2)N(CCN(C)C)C(=O)c2snc(C(N)=O)c2N)cc1 (stereo not given)	-1.2	-3.3	-5	-4	1	0.2	-4	2	0
Cc1ccc2nc(-c3cccnc3)cc(C(=O)N3CCN(c4ccc([N+](=O)[O-])cc4)CC3)c2c1	x	-0.1	-5	-7	2	-2.7	6	-2	-8
CC1(C)Cc2c(cnn2-c2cccc(F)c2)C(NC(=O)c2ccc[n+]([O-])c2)C1 (stereo not given)	20	-0.1	-5	x	1	0.9	4	2	-79
CCOC(=O)C1(C)CCN1C(=O)c1cc(F)cc(F)c1 (stereo not given)	-0.3	-2.8	-2	x	-4	x	6	x	2
Cn1ccnc1SCc1nc2c(cnn2-c2ccccc2)c(=O)[nH]1	0.0	-2.3	1	3	1	1.0	7	0	-1
O=C(Nc1nnc(-c2ccccc2)o1)c1cc(-c2cccs2)nc2ccccc12	2.5	-9.1	-7	-33	1	2.6	24	2	-12
CCOCCCNC(=O)Cc1cc(=O)[nH]c(=O)[nH]1	-0.5	-1.4	7	6	1	1.6	-4	5	-11
O=C(Nc1c(C(=O)NCc2ccco2)cnn1-c1ccccc1)c1ccc(F)cc1	1.2	-1.5	-2	5	1	1.4	-3	0	-4
CCOC(=O)c1ccc(N2C(=O)c3n[nH]c(C)c3C2c2ccc(OC)c(OC)c2)cc1 (stereo not given)	101*	-5.3	4	-2	-1	-2.9	6	-3	4
Cc1ccc(S(=O)(=O)N(C)c2ccc(C(=O)NCC3(N(C)C)CCCCC3)cc2)cc1	-0.6	-1.7	-4	-4	-1	-0.6	4	1	-9
N#Cc1cc([N+](=O)[O-])ccc1NCC1CCCO1 (stereo not given)	-1.2	-1.6	-21	-3	-3	-1.1	17	10	-8
CC(=O)N/C(=C\c1ccccc1)C(=O)Nc1ccccc1C	-0.8	-0.8	3	-1	1	0.4	3	7	1
COCCn1c(C)nnc1SCC(=O)NNC(=O)c1ccc(Cl)cc1	x	0.3	6	2	1	1.4	-1	3	-24
(list continues)
SMILES	Mtb BioA inh	FadD28 FP inh	PrPC surface inh	Rv3671c protease	FBA Mtb inh	Mtb UGM inh	GDH-TPI inh	MazEF act	BoNT F protease
CCOc1ccc2nc(NC(=O)C3CCN(c4cnccn4)CC3)sc2c1	0.3	-2.0	24	1	6	0.8	20	8	-2
COc1cc(/C=N/NC(=O)c2cncc(Br)c2)cc([N+](=O)[O-])c1O	5.2	0.8	6	8	-2	u	5	-2	8
COC(=O)CNC(=O)C1(C)C=CCN1C(=O)c1ccccc1 (stereo not given)	-2.8	0.0	3	-8	-1	-0.7	-4	11	10
Cc1noc(C)c1COc1cccc(C(=O)Nc2ccc(C#N)cc2)c1	2.9	-3.8	6	-7	1	0.3	13	6	-2
COc1ccc(N(CC(=O)N2CCc3ccccc32)S(=O)(=O)c2c(C)noc2C)cc1	-0.4	1.2	-1	2	-1	5.2	11	-1	6
COc1cc(OC)cc(C(=O)NCCCCNC(=O)c2cc(OC)cc(OC)c2)c1	-0.6	-1.4	-3	-2	0	3.6	-5	-3	-6
CC(C)CNS(=O)(=O)c1ccc(CCC(=O)NC2CCCC2)cc1	-1.9	-0.5	-1	1	0	-2.1	-3	4	3
CCC(C)(C(=O)NC1CCCC1)N(C(=O)CC1NC(=O)NC1=O)c1c(C)n(C)n(-c2ccccc2)c1=O (stereo not given)	-0.8	-3.0	0	5	1	1.1	-3	-7	-2
CN(C)CCC1CCN(c2cc(C#N)c(C#N)cc2[N+](=O)[O-])CC1	0.9	-0.6	-23	5	-3	1.4	1	7	-2
COc1cccc(OCCNS(=O)(=O)c2ccccc2[N+](=O)[O-])c1	-1.2	-5.7	-10	2	1	-0.6	6	2	1
CCOC(=O)C1C(=O)C(=O)N(Cc2ccccc2)C1C(=O)OCC (stereo not given)	-1.6	-1.6	1	x	0	x	8	-1	-16
CN1CCN(Cc2cc3c(cc2[N+](=O)[O-])OCO3)CC1	0.7	5.6	-3	-1	4	2.1	-1	-9	30
O=C(NCC(c1ccco1)N1CCCCC1)c1ccc(COc2ccccc2)cc1 (stereo not given)	x	-0.4	0	5	1	0.0	4	-6	3
Cc1nn(Cc2ccccc2)c(Cl)c1C(=O)O	4.0	-1.9	0	-3	2	0.6	-4	6	0

A portion from further up:
SMILES	Mtb BioA inh	FadD28 FP inh	PrPC surface inh	Rv3671c protease	FBA Mtb inh	Mtb UGM inh	GDH-TPI inh	MazEF act	BoNT F protease
CN(C)CCC1CCN(c2cc(C#N)c(C#N)cc2[N+](=O)[O-])CC1	0.9	-0.6	-23	5	-3	1.4	1	7	-2
COc1cccc(OCCNS(=O)(=O)c2ccccc2[N+](=O)[O-])c1	-1.2	-5.7	-10	2	1	-0.6	6	2	1
CCOC(=O)C1C(=O)C(=O)N(Cc2ccccc2)C1C(=O)OCC (stereo not given)	-1.6	-1.6	1	x	0	x	8	-1	-16
CN1CCN(Cc2cc3c(cc2[N+](=O)[O-])OCO3)CC1	0.7	5.6	-3	-1	4	2.1	-1	-9	30
O=C(NCC(c1ccco1)N1CCCCC1)c1ccc(COc2ccccc2)cc1 (stereo not given)	x	-0.4	0	5	1	0.0	4	-6	3
Cc1nn(Cc2ccccc2)c(Cl)c1C(=O)O	4.0	-1.9	0	-3	2	0.6	-4	6	0
